PfG6PD inh = PfG6PD (Plasmodium falciparum) enzyme inhibition; inhibition, % at 20 µM; 350,000 compounds, 0.78% hits; PfGluPho enzyme, NADPH resazurin-diaphorase fluorescence; AID 504690;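 active means inhibition reaching at least a set limit at 20 µM in the primary screen, cut at about 59% in these data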;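 further: 0% = DMSO wells with substrate and 100% = DMSO wells lacking glucose-6-phosphate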
HKDC1 inhibitor = inhibitors of human hexokinase HKDC1 | recombinant HKDC1, G6PDH/diaphorase resazurin coupled fluorescence | 340,000 compounds, 0.16% hits | inhibition, % at 20 µM | Q2TB90;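 active means inhibition above about 35% when tested at 20 µM, limit read from the data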;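 further: plate controls were DMSO wells with enzyme for no effect and DMSO wells lacking enzyme for full effect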
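test system = in-house recombinant HK5 (HKDC1) enzyme | amount = HKDC1 at 5 µg/mL | control set = DMSO-enzyme wells negative, buffer-substituted wells positive | compound = one dose of 20 µM, 1% DMSO | schedule = reaction time 90 min, room temperature, protected from light | technique = resorufin fluorescence at 613 nm | reagent = glucose with 1 mM ATP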
A3A deaminase = human APOBEC3A DNA deaminase inhibition | recombinant A3A, FAM/TAMRA ssDNA deamination fluorescence | AID 493011 | inhibition, % at 20 µM | 330,000 compounds, 0.41% hits;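 active means at least 40% inhibition at 20 µM here, with at most 30% in a related deaminase screen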;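 further: plate controls were A3A with DMSO for no effect and wells lacking A3A enzyme for full effect; some results filed as inactive read as strong as hits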
Target sequence (P31941 whole entry, looked up): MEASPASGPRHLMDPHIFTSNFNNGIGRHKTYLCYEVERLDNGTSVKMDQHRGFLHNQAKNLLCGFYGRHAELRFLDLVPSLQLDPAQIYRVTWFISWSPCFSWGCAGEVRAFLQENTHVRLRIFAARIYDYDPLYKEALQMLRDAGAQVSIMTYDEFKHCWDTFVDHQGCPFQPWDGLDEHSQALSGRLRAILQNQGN
hIAP activ = increases human intestinal alkaline phosphatase activity; purified human IAP, CDP-Star luminescence, 30 min; stronger effect = higher value; 1 = vehicle-only enzyme, 0 = enzyme-free background; 330,000 compounds, 0.16% hits; activation factor at 10 µM; AID 2524;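 active means activation factor of the enzyme at least 2-fold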; further: the source names both 10 and 20 µM as test concentration; values of inactives mirror those of a sister screen read the other way
Target sequence (P09923 whole entry, looked up): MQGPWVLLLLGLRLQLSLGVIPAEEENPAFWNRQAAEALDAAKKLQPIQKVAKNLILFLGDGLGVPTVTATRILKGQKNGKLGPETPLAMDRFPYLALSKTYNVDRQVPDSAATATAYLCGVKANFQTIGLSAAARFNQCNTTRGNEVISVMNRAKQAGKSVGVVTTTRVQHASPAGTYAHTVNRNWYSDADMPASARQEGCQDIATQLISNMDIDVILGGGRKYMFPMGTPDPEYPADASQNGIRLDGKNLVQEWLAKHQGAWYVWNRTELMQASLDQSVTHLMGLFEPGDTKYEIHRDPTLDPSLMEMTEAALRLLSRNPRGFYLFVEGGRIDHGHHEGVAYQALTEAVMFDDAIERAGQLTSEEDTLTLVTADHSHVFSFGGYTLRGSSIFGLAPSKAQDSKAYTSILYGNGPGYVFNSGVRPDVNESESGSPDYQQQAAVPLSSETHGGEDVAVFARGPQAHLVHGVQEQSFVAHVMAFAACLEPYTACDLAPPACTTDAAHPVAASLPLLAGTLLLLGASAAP
ATG4B inh = inhibitors of human ATG4B cysteine protease; 340,000 compounds, 0.51% hits; inhibition, % at 8.33 µM; AID 504462; ATG4B cleavage of LC3-PLA2, NBD-HPC fluorescence, 1 h; in the data active means inhibition above about 40%
mIAP activ = increases mouse intestinal alkaline phosphatase activity | muIAP, CDP-Star luminescence, 30 min; stronger effect = higher value; 1 = vehicle-only enzyme signal, 0 = enzyme-free wells | AID 2805 | 330,000 compounds, 0.24% hits | activation factor at 10 µM;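 active means activation factor of at least 2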; further: the source names both 10 and 20 µM as test concentration; values of inactives mirror those of a sister screen read the other way
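also added = chemiluminescent substrate CDP-Star | test system = mouse IAP enzyme | signal = chemiluminescence readout | compound = DMSO-dissolved test compounds | incubation = 30 min at room temperature | benchmarks = DMSO wells, no-enzyme wells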
mIAP block = mouse IAP inhibition; purified mouse IAP, CDP-Star luminescence, 30 min; inhibition, % at 10 µM; 330,000 compounds, 0.2% hits;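 active means inhibition of at least 40% at 10 µM in the primary screen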;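 further: plate controls were DMSO with enzyme for no effect and no enzyme wells for full effect; values of inactives mirror those of a sister screen read the other way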
hIAP block = blocks human intestinal alkaline phosphatase | purified IAP, CDP-Star luminescence, 30 min | inhibition, % at 10 µM | 330,000 compounds, 0.12% hits;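 active means inhibition reaching a set limit with compound at 10 µM in the primary screen, cut at about 35% in these data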;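 further: plate controls were DMSO wells with enzyme for no effect and no-enzyme buffer wells for full effect; values of inactives mirror those of a sister screen read the other way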
The depositor's hits bear a star; x = not tested or not shown.

SMILES	PfG6PD inh	HKDC1 inhibitor	A3A deaminase	hIAP activ	ATG4B inh	mIAP activ	mIAP block	hIAP block
Cc1ccc(CS(=O)(=O)Cc2ccc(C(=O)NCC3CCCO3)o2)cc1 (stereo not given)	-20.5	-9.0	0.1	1.01	-11.1	1.12	-12.4	-0.8
COc1cc2nc(CN3CCOCC3)n(CC(=O)N3CCCCCC3)c(=O)c2cc1OC	-19.8	-1.0	-6.9	1.03	1.3	1.13	-12.8	-3.4
CC(=O)c1c(C)nn(CC(=O)NC2CCCN(Cc3ccc(CC(C)C)cc3)C2)c1C (stereo not given)	-3.9	-5.6	-8.1	1.02	9.2	0.999	0.1	-2.3
CC(C)NC(C(=O)Nc1cc(Cl)cc(Cl)c1)c1ccccc1 (stereo not given)	5.2	-2.7	-0.8	1.14	-0.6	1.45	-45.2	-13.7
COc1ccc(NC(=O)CCN2CCN(c3ccccc3F)CC2)c(OC)c1	-3.4	-4.4	-3.1	1.02	-3.9	0.975	2.5	-1.9
Cc1cc(F)ccc1S(=O)(=O)N1CCCOC1CNC(=O)C(=O)NCc1ccco1 (stereo not given)	-0.9	-10.2	-1.9	0.95	-7.7	0.953	4.7	5.0
COCc1ccc(CN2CCCC(CO)(Cc3cccc(OC)c3)C2)o1 (stereo not given)	-3.0	3.2	-2.7	0.96	-14.0	0.93	7.0	4.0
COc1ccc(/C=C(/NC(=O)c2ccco2)C(=O)N2CCCC2=O)cc1	-8.7	-6.7	0.6	1.22	-5.0	1.09	-9.5	-22.4
CC(=O)C1=C(O)C(=O)N(c2ccc(O)cc2)C1c1ccccc1[N+](=O)[O-] (stereo not given)	33.5	0.4	-5.8	1.16	1.9	0.993	0.7	-16.0
COC(=O)CSc1nc(-c2ccc(C)cc2)c2c(c1C#N)CCCC2	2.5	1.8	-0.3	1	6.4	0.886	11.4	-0.2
CC1(C)CC2CC(C)(CN2C(=O)COC(=O)c2n[nH]c(=O)c3ccccc23)C1 (stereo not given)	9.2	4.6	3.1	1.08	0.7	0.992	0.8	-8.4
Cc1ccc(-c2nnn(C/C(N)=N/O)n2)cc1	9.3	-3.3	-3.4	1.08	-12.0	0.989	1.1	-7.8
COc1ccc(NC(=O)C(=O)NCCN2CCN(C(=O)c3ccco3)CC2)cc1	5.0	-13.5	-3.1	1.05	-3.3	0.905	9.5	-5.0
CC[n+]1c(/C=C/N(C)c2ccccc2)oc2ccc(F)cc21	31.0	-11.0	-2.4	1.11	-2.7	1.03	-3.1	-10.8
N=C1S/C(=C\c2ccccc2F)C(=O)N1c1ccc(F)cc1	-2.7	-8.3	-0.2	0.915	2.2	0.923	7.7	8.5
COc1ccc(-c2nnn(-c3ccc(Cl)cc3Cl)c2N)cc1	7.6	-5.5	-0.1	0.944	3.5	0.996	0.4	5.6
COc1ccc(CN(CC(O)COCc2ccccc2)S(=O)(=O)c2ccccc2Br)cc1 (stereo not given)	5.5	-0.1	2.7	x	11.8	1.13	-5.9	x
C[C@H]1CCC(=O)N([C@H](CC#N)Cc2ccccc2)CC1	6.6	-6.0	-4.9	1.03	-0.5	0.963	3.7	-2.9
O=C(O)CCCC(=O)N1CC(=O)Nc2ccccc21	-3.9	11.5	-19.4	1.03	10.4	0.958	4.2	-3.5
Cc1ccc(S(=O)(=O)N2CCN(C(=O)c3cc(-c4cccs4)nn3-c3ccccc3)CC2)cc1	19.3	3.6	0.8	0.796	-3.8	0.984	1.6	20.4

An excerpt from above with just mIAP activ, mIAP block and hIAP activ:
| structure | mIAP activ | mIAP block | hIAP activ |
| --- | --- | --- | --- |
| CC(=O)C1=C(O)C(=O)N(c2ccc(O)cc2)C1c1ccccc1[N+](=O)[O-] (stereo not given) | 0.993 | 0.7 | 1.16 |
| COc1ccc(NC(=O)C(=O)NCCN2CCN(C(=O)c3ccco3)CC2)cc1 | 0.905 | 9.5 | 1.05 |

2 entries drawn at random from the list so far, as already listed:
SMILES	PfG6PD inh	HKDC1 inhibitor	A3A deaminase	hIAP activ	ATG4B inh	mIAP activ	mIAP block	hIAP block
C[C@H]1CCC(=O)N([C@H](CC#N)Cc2ccccc2)CC1	6.6	-6.0	-4.9	1.03	-0.5	0.963	3.7	-2.9
COCc1ccc(CN2CCCC(CO)(Cc3cccc(OC)c3)C2)o1 (stereo not given)	-3.0	3.2	-2.7	0.96	-14.0	0.93	7.0	4.0

Next part:
SMILES	PfG6PD inh	HKDC1 inhibitor	A3A deaminase	hIAP activ	ATG4B inh	mIAP activ	mIAP block	hIAP block
CCOC(=O)Cn1nnnc1C(CC)N(Cc1ccccc1)Cc1cc2cc(C)ccc2[nH]c1=O (stereo not given)	-2.7	-3.3	0.4	0.857	-7.8	1.01	-1.3	14.3
CC(=O)N/N=C\c1cccc(OC/C=C/c2ccccc2)c1	2.8	2.8	-3.5	0.914	-6.2	0.969	3.1	8.6
O=C1/C(=C/Nc2cccc([N+](=O)[O-])c2)CCc2ccccc21	67.2*	40.7*	1.2	1.11	32.7	0.88	12.0	-11.3
CCNc1nc(NCC)n2c(SCC(=O)Nc3ccc(NC(C)=O)cc3)nnc2n1	-6.7	2.5	10.0	0.956	1.0	1.14	-13.9	4.4
Cc1noc(C)c1NC(=O)Nc1cccc2c1O[C@H](CN(C)S(C)(=O)=O)[C@@H](C)CN([C@H](C)CO)C2=O	1.1	-4.1	10.6	1.04	-5.1	0.862	13.8	-3.8
COc1ccc(S(=O)(=O)N2CCOC23CCN(S(=O)(=O)c2ccc(C)cc2)CC3)cc1	-1.8	-4.1	-3.1	1.08	5.5	0.909	9.1	-8.2
COc1ccccc1Nc1nc(NCCCCO)nc(N2CCCC2)n1	17.3	-2.0	-2.4	0.916	-10.5	0.637	36.3	8.4
O=C(NC(N1CCCC1)C(Cl)(Cl)Cl)c1ccccc1 (stereo not given)	13.7	0.0	-1.1	1.06	-9.2	1.01	-0.8	-6.1
COc1ccc(-c2ccnc3nc(/N=C/N(C)C)nn23)cc1	4.7	-2.2	-3.2	1.06	1.0	0.931	6.9	-5.6
N/C(=N\OC(=O)c1ccccc1Br)c1ccc([N+](=O)[O-])cc1	11.9	-4.8	-2.2	0.85	-1.6	0.894	10.6	15.0
COc1cc2c(cc1OC)CN(C(=O)c1sc(-c3cnccn3)nc1C)CC2	6.7	0.1	8.2	1.05	5.1	0.964	3.6	-5.5
O=C(CC(=O)c1ccccc1)Nc1ccccc1C(F)(F)F	-3.9	-3.1	0.4	0.91	-5.8	0.991	0.9	9.0
Cc1ccc(C(=O)O)cc1NC(=S)NC(=O)Cc1ccccc1	-17.7	-1.5	-3.5	0.999	1.1	0.71	29.0	0.1
O=C(Cn1ccc([N+](=O)[O-])n1)NCc1cccnc1	-0.7	0.8	0.6	0.847	3.8	1.03	-3.4	15.3
COc1ccc(C(=O)NC2CCN(C(=S)Nc3ccccc3C)CC2)cc1	11.8	-7.5	1.2	0.952	-7.2	1.09	-8.9	4.8
CC1CCC2(CC1)NC(=O)N(CC(=O)Nc1nc(-c3ccc(F)cc3)cs1)C2=O (stereo not given)	-9.9	-14.1	-12.1	1.18	9.3	1.03	-3.1	-17.8
CCCCOc1ccc(N(CC(=O)NC2CCCCC2)C(=O)CCC(=O)Nc2ccccn2)cc1	2.9	-5.3	-2.7	0.948	3.1	0.952	4.8	5.2
COc1cc(Cl)c(C)cc1NC(=O)CSc1nnc(-c2cccnc2)n1Cc1ccco1	3.4	-4.5	-1.5	0.859	-4.2	0.922	7.8	14.1
CCNC(=O)NC(=O)C(C)Oc1ccc(C(=O)OC)cc1 (stereo not given)	-5.7	6.4	-11.7	1.03	8.7	0.952	4.8	-3.5
COc1cc(OC)c(OC)cc1CN1CCN(c2ccc(F)cc2)CC1	-2.4	-4.5	0.5	0.942	-2.1	0.857	14.3	5.8
CS(=O)(=O)c1ccc(Cl)c(NC(=O)C2CC(=O)N(c3ccc4c(c3)OCCO4)C2)c1 (stereo not given)	-3.5	5.7	-2.2	0.95	-1.0	0.972	2.8	5.0
COC1Cc2ccccc2N(C(=O)N2CCN(CCO)CC2)c2ccccc21 (stereo not given)	-6.5	4.1	-2.1	0.899	4.2	0.956	4.4	10.0
COc1ccc(/C=N/NC(=O)Nc2cccc3nsnc23)cc1OC	-1.6	11.8	1.8	1.08	-33.9	0.868	13.2	-8.4
CN1OC(CC(=O)O)N(c2ccc(Cl)cc2)C1=O (stereo not given)	-1.1	-1.4	-1.5	1.06	-10.1	1.06	-6.4	-6.5
CCOc1ccc(NC(=O)CC2C(=O)N(c3cccc(OC)c3)C(=O)N2CCOC)cc1 (stereo not given)	4.3	-3.3	-1.4	1.2	-10.1	1.05	-4.6	-20.3
CC(C)NC(=O)CN(C(=O)CCC(=O)Nc1nccs1)c1ccc2c(c1)OCO2	20.4	-2.7	-1.2	1.08	0.9	0.883	11.7	-7.6
CCC1C(=O)c2ccccc2N(C)C1=O (stereo not given)	16.0	-8.9	-4.4	1.19	-0.1	0.972	2.8	-19.0
O=S(=O)(O)c1cc(OS(=O)(=O)c2ccccc2)cc2ccccc12	-14.0	-0.3	0.8	0.957	-2.7	0.756	24.4	4.3
Cc1nn(C(=O)CNC(=O)c2ccccc2)c(C)c1C	-1.2	-2.1	-9.7	1.04	6.5	1.08	-8.0	-3.7
CCOCCCNC(=O)N[C@H](C(=O)OC)C(C)CC (stereo not given in full)	2.2	-2.1	-4.6	0.948	-5.7	1.02	-2.2	5.2
O=c1cc(-c2ccsc2)oc2cc(-c3ccc4c(c3)OCO4)ccc12	7.5	14.3	-3.8	0.853	2.8	0.851	14.9	14.7
O=S(=O)(CCc1nc2ccccc2[nH]1)c1ccc(Cl)cc1	-8.6	14.3	-1.1	0.966	0.7	0.938	6.2	3.4
O=C(O)CC1CCS(=O)(=O)C1 (stereo not given)	0.7	-1.6	-1.2	1.03	-1.1	0.994	0.6	-3.2
O=S1(=O)C[C@@H]2N=C(N/N=C/c3ccccc3)S[C@@H]2C1	-0.6	-3.9	-2.1	1.04	-10.4	0.909	9.1	-3.7
CCOc1ccc(CNC(=O)c2ccc(NC(=O)C3=CSCCO3)cc2)cc1	0.1	-7.8	5.7	0.932	-3.3	0.925	7.5	6.8
CC(C)(C)c1cc(=O)n2c(C#N)c(C#N)nc2[nH]1	-7.1	-3.0	0.1	0.884	-1.8	0.84	16.0	11.6
COc1ccc(-c2nnc3ccc(SCC(=O)Nc4cc(C)on4)nn23)cc1OC	-10.0	-3.1	-1.3	1.02	9.1	1.03	-2.6	-2.0
COc1cc(C2C(C#N)=C(C)NC3=C2C(=O)c2ccccc23)cc(OC)c1OC (stereo not given)	-15.0	-2.6	3.3	0.952	-22.5	0.887	11.3	4.8
CCc1ccc(-c2csc(NC(=O)C3=NN(c4ccccc4)C(=O)CC3)n2)cc1	1.6	-4.2	9.8	0.977	-25.8	0.966	3.4	2.3
N#C/C(=C\c1cccnc1)C(=O)Nc1ccc(SC(F)F)cc1	22.9	2.2	-4.3	0.783	-1.9	0.895	10.5	21.7

Screening results deposited in PubChem BioAssay by Sanford-Burnham Center for Chemical Genomics.
